Assay outcomes (PubChem BioAssay)
MazEF act = increases E. coli MazEF RNase cleavage of RNA. 350,000 tested, 0.32% active. AID 504720. activation, % at 20 µM. P0AE70. FAM/BHQ RNA-DNA oligo cleavage fluorescence, 5 h; in the data active means activation above about 50%
Target sequence (P0AE70 whole entry, looked up): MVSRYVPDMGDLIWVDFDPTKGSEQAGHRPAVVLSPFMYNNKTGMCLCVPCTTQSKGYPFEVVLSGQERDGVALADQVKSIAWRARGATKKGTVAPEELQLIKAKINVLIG
GDH-TPI inh = inhibits GDH-TPI coupling enzymes, artifact for Mtb FBA screen | inhibition, % at 4.8 µM | 360,000 tested, 1.2% active | GDH-TPI coupled enzyme counterscreen, NADH absorbance; in the data active means inhibition above about 30%;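 further: 0% = DMSO wells and 100% = wells lacking the enzyme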
FBA Mtb inh = inhibits M. tuberculosis FBA enzyme | inhibition, % at 1 µM | purified M. tuberculosis FBA, fluorescence read-out | AID 588726 | 360,000 tested, 2.3% active; in the data active means inhibition above about 27%;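 further: 0% = vehicle and 100% = reference inhibitor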
Target sequence (P9WQA3 whole entry, looked up): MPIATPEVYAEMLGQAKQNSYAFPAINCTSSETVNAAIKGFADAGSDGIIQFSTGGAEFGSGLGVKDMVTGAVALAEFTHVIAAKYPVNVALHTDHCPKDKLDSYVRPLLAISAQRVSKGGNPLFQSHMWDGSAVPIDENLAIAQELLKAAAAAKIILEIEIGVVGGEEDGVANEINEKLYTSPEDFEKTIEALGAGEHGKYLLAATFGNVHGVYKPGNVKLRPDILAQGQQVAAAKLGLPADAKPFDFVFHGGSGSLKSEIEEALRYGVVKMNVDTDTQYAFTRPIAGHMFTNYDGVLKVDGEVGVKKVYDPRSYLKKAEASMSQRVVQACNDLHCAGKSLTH
Mtb UGM inh = inhibitors of M. tuberculosis UDP-galactopyranose mutase; P9WIQ1; purified UGM, fluorescence polarization probe displacement; inhibition, % at 10 µM; 320,000 tested, 0.06% active; AID 504406; in the data active means inhibition above about 10%, passing the limit was not always enough; inconclusive means no clear call, values can overlap the other calls
Rv3671c protease = Rv3671c (M. tuberculosis) protease inhibition | inhibition, % at 5.96 µM | 320,000 tested, 0.048% active | AID 2606; in the data active means inhibition above about 38%;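 further: extracellular domain of Rv3671c used as enzyme; 0% = enzyme with DMSO and 100% = no enzyme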
Target sequence (P9WHR9 whole entry, looked up, the tested form may be a part): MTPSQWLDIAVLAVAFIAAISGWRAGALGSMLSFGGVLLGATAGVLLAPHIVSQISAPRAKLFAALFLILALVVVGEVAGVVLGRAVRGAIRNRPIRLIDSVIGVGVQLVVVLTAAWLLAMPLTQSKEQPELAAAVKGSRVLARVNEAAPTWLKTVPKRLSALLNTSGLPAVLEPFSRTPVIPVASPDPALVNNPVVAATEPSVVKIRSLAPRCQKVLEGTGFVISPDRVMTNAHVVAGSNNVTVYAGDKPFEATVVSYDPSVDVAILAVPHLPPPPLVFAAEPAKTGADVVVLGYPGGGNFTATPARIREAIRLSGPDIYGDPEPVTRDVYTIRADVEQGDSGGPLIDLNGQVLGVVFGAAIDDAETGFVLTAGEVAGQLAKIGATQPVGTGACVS
PrPC surface inh = cell surface PrPC inhibition, primary TR-FRET screen; inhibition, % at 13.8 µM; AID 720596; 370,000 tested, 0.43% active; P04156; TR-FRET read-out; in the data active means inhibition above about 24%; further: 0% = median of the test wells and 100% = reference compound wells
BoNT F protease = inhibitors of Botulinum neurotoxin F light chain protease; Multiplex microsphere protease cleavage assay, flow cytometry; inhibition, % at 10 µM; 360,000 tested, 0.22% active; AID 588497; in the data active means inhibition above about 35%, passing the limit was not always enough; inconclusive means no clear call, values can overlap the other calls; further: plate controls were buffer without enzyme for full effect and enzyme alone for no effect
Mtb BioA inh = BioA (M. tuberculosis) enzyme inhibition; AID 602481; 360,000 tested, 0.096% active; purified M. tuberculosis BioA enzyme, plate reader; inhibition, % at 9.99 µM; in the data active means inhibition above about 40%; inconclusive means no clear call, values can overlap the other calls
FadD28 FP inh = inhibitors of Mycobacterium tuberculosis FadD28 bisubstrate binding | inhibition, % at 12.5 µM | FadD28 bisubstrate probe binding, fluorescence polarization | 360,000 tested, 0.22% active; in the data active means inhibition above about 8.5%, passing the limit was not always enough; inconclusive means no clear call, values can overlap the other calls
An asterisk follows results filed as active; ? = inconclusive; . = not tested or not shown; + = active, no number.

compound | MazEF act | GDH-TPI inh | FBA Mtb inh | Mtb UGM inh | Rv3671c protease | PrPC surface inh | BoNT F protease | Mtb BioA inh | FadD28 FP inh
CC(C)OP(=O)(c1ccc(N(C)C)cc1)C(Nc1ccccc1)c1cccnc1 (stereo not given) | -1 | -2 | -1 | 0.5 | -6 | -1 | 0 | . | -2.7
Cc1ccc(N(C)S(=O)(=O)c2cccc(C(=O)OCC(=O)c3c(N)n(C)c(=O)n(C)c3=O)c2)cc1 | -12 | 8 | 2 | -0.7 | -42 | 5 | 5 | -0.9 | -3.0
O=C(CSc1nncs1)Nc1ccc2c(c1)OCCO2 | -8 | 5 | -2 | 2.8 | -3 | 1 | -12 | 29 | -3.1
CC(C)C[C@@H](C)C(=O)N(Cc1ccccc1)c1ccccc1 | -1 | 8 | -2 | -0.9 | -12 | -7 | -6 | -1.7 | -2.3
Cn1nc(C(=O)N2CCCc3ccccc32)c2ccccc2c1=O | 6 | 3 | 2 | -1.7 | -4 | -13 | 5 | . | -1.4
CN(C)C(CNC(=O)CN1C(=O)NC2(CCc3ccccc32)C1=O)c1ccco1 (stereo not given) | -3 | 4 | 1 | -1.5 | -1 | 6 | -3 | -0.6 | -3.6
Cc1cc(=O)[nH]n(CCO)c1=O | 4 | 2 | 5 | 1.8 | 3 | 1 | -8 | . | -0.8
CCCOc1ccc(/C(O)=C2/C(=O)C(=O)N(c3ccccn3)C2c2ccc(OC)cc2)cc1C (stereo not given) | -8 | 3 | 2 | 0.7 | 2 | 17 | -6 | 0.3 | -4.0
Cn1nc(C(=O)Nc2ccc(S(=O)(=O)N3CCCC3)cc2)ccc1=O | 0 | 2 | -8 | 1.6 | 6 | -2 | 3 | 5.9 | -2.1
CC(NC(=O)C1CCN(S(=O)(=O)c2cccs2)CC1)c1cccc(Cl)c1 (stereo not given) | 7 | 4 | 1 | 0.2 | -2 | 2 | 5 | 0.0 | -2.7
CCCNS(=O)(=O)c1ccc(CCC(=O)N2CCCCC2)cc1 | 3 | 6 | -1 | 0.5 | 3 | 4 | -18 | -3.1 | 0.3
COc1cc2[nH]c(=O)n(Cc3ccc(C(=O)NC4CCN(Cc5ccccc5)CC4)cc3)c(=O)c2cc1OC | 10 | 14 | 4 | 1.2 | 4 | -5 | 0 | 1.2 | 0.7

Sorted by SMILES length (smallest number first): four of the compounds above
compound | MazEF act | GDH-TPI inh | FBA Mtb inh | Mtb UGM inh | Rv3671c protease | PrPC surface inh | BoNT F protease | Mtb BioA inh | FadD28 FP inh
Cc1cc(=O)[nH]n(CCO)c1=O | 4 | 2 | 5 | 1.8 | 3 | 1 | -8 | . | -0.8
CCCNS(=O)(=O)c1ccc(CCC(=O)N2CCCCC2)cc1 | 3 | 6 | -1 | 0.5 | 3 | 4 | -18 | -3.1 | 0.3
Cn1nc(C(=O)Nc2ccc(S(=O)(=O)N3CCCC3)cc2)ccc1=O | 0 | 2 | -8 | 1.6 | 6 | -2 | 3 | 5.9 | -2.1
COc1cc2[nH]c(=O)n(Cc3ccc(C(=O)NC4CCN(Cc5ccccc5)CC4)cc3)c(=O)c2cc1OC | 10 | 14 | 4 | 1.2 | 4 | -5 | 0 | 1.2 | 0.7

Other records.
compound | MazEF act | GDH-TPI inh | FBA Mtb inh | Mtb UGM inh | Rv3671c protease | PrPC surface inh | BoNT F protease | Mtb BioA inh | FadD28 FP inh
c1ccc2c(c1)OCC(c1csc3ncnc(N4CCOCC4)c13)O2 (stereo not given) | -7 | 0 | 3 | 1.5 | -4 | 7 | -7 | . | 0.3
O=C(NCc1ccccc1)C(c1ccncc1)N(C(=O)c1ccccn1)c1ccccc1 (stereo not given) | 4 | -15 | 6 | 0.2 | 1 | -5 | 8 | 0.7 | -3.4
COc1cc(F)ccc1-c1cc(C(=O)Nc2ccc(C)c(NS(C)(=O)=O)c2)[nH]n1 | . | 6 | 2 | . | . | 5 | 11 | -1.2 | -2.7
O=C(OCc1cc2ccccc2[nH]c1=O)c1ccc([N+](=O)[O-])cc1 | 1 | 6 | 1 | -1.2 | 0 | 3 | 1 | . | -1.8
O=C(CCn1cnnn1)N1CCCC(Nc2ccc(F)cc2)C1 (stereo not given) | 3 | 1 | 4 | 0.5 | 2 | 0 | -5 | -2.3 | -0.4
O=C(NCCNC(=O)C(c1ccccc1)c1ccccc1)c1ccco1 | 9 | -10 | 2 | -5.5 | -7 | -3 | -9 | -1.4 | 1.4
O=C(Nc1c[nH]c(=O)[nH]c1=O)c1cccc(F)c1 | 10 | 1 | -1 | 0.8 | 10 | 0 | -6 | -0.1 | -2.3
COc1ccccc1OCC#CCNC1CCCCC1C (stereo not given) | -6 | -5 | 0 | 1.0 | -3 | 4 | -2 | . | -2.1
O=C1[C@H]2[C@@H](c3ccc(F)cc3)N3C(=O)N(c4cccc(Br)c4)C(=O)[C@@]3(Cc3ccc(Cl)cc3)[C@H]2C(=O)N1C1CCCCC1 | -13 | 6 | 5 | -3.5 | -17 | -2 | -6 | -1.4 | -1.2
CCC(C)(c1nnnn1-c1c(C)cccc1C)N(N=O)c1cccc(C(F)(F)F)c1 (stereo not given) | -9 | 8 | 6 | 0.2 | -7 | -1 | -2 | -1.5 | -2.2
CCN(CC(=O)NCc1ccc(Cl)cc1)C(=O)c1cc(S(=O)(=O)N2CCOCC2)ccc1C | -1 | -5 | 0 | -0.9 | 3 | -1 | 9 | 3.2 | -1.1
NC(=O)COC(=O)c1ccccc1Nc1ccc(SC(F)F)cc1 | -7 | 13 | 3 | -2.7 | -3 | 6 | -2 | -0.4 | 0.0

The results go on:
compound | MazEF act | GDH-TPI inh | FBA Mtb inh | Mtb UGM inh | Rv3671c protease | PrPC surface inh | BoNT F protease | Mtb BioA inh | FadD28 FP inh
Cn1c(=O)c2ccccc2n(Cc2cccc(F)c2)c1=O | -11 | 20 | 5 | -2.1 | -1 | 0 | ? | -3.0 | -2.0
O=C(c1ccc(=O)oc1)N1CCN(C(c2ccccc2)c2ccccc2)CC1 | -3 | 39* | 9 | -2.1 | 0 | -1 | -4 | 3.7 | -2.8
CC(C)C(=O)NC(c1ccco1)c1c(O)ccc2ccccc12 (stereo not given) | -3 | 3 | 13 | 1.4 | -1 | -3 | 4 | 1.2 | -3.2
BrCCOCCOc1ccc2ccccc2c1 | -1 | -9 | 1 | 2.1 | -3 | 4 | 1 | . | -3.5
CCOC(=O)c1cc(C(C)(C)C)oc1CN | -6 | -9 | 2 | 3.4 | 0 | 1 | 3 | -1.1 | -3.4
COc1ccc(C)c2sc(N(CCCN(C)C)C(=O)CS(=O)(=O)c3ccc(F)cc3)nc12 | 4 | 0 | 4 | 0.0 | 5 | -4 | -3 | -0.5 | -1.6
CCOCCOC(=O)C1=C(C)N(C)C(=O)NC1c1ccccc1F (stereo not given) | 7 | 8 | 0 | 0.8 | -7 | -1 | -2 | -1.4 | -0.5
CCOC(=O)CN1C(=O)C(O)(c2c(C)[nH]c3ccccc23)c2ccccc21 (stereo not given) | 8 | 9 | 3 | -1.7 | 5 | -9 | 22 | -1.6 | 0.1
O=C(CCCN=C1NS(=O)(=O)c2ccccc21)OCC(=O)c1ccccc1 | 2 | 1 | 5 | -0.4 | 6 | -3 | 1 | 2.1 | 0.8
Cc1ccccc1C(=O)/C(C#N)=N/Nc1c(C)n(C)n(-c2ccccc2)c1=O | 5 | 20 | -5 | 0.4 | 2 | 23 | -8 | 22 | -1.1
COc1ccc(C(=O)NC(C(=O)NCc2ccccn2)C(C)C)cc1 (stereo not given) | -15 | 6 | 2 | 3.1 | -5 | 6 | 12 | -1.5 | -2.4
O=C(CN1CCCC1)Nc1ccc(Cl)cc1C(F)(F)F | 4 | -2 | 0 | 0.9 | 6 | -12 | -3 | . | -0.6

Additional compounds follow.
compound | MazEF act | GDH-TPI inh | FBA Mtb inh | Mtb UGM inh | Rv3671c protease | PrPC surface inh | BoNT F protease | Mtb BioA inh | FadD28 FP inh
CCC(=O)c1ccc(OCC(O)CN2CCN(c3ccc(F)cc3)CC2)cc1 (stereo not given) | 1 | -15 | -2 | -1.8 | 0 | -1 | 5 | 0.1 | -2.6
O=C(Nc1ncc2c(n1)-c1ccccc1OC2)c1ccc(F)cc1 | 4 | 14 | + | 1.8 | 4 | -1 | -1 | 1.9 | -0.3
CC(=O)c1ccc(-n2nncc2-c2ccc([N+](=O)[O-])cc2)cc1 | 9 | 3 | 1 | . | 5 | -30 | -1 | . | -2.5
COc1ccc(C(=O)c2ccc(N(C)C)cc2)c2ccccc12 | -1 | 22 | 3 | 0.2 | -7 | 10 | 1 | -0.4 | 0.2
O=C(Cc1ccc(S(=O)(=O)N2CCCC2)s1)Nc1nc2c(s1)CCCC2 | 17 | 8 | 0 | -1.3 | 4 | 4 | 5 | -3.2 | 1.1
O=C1c2ccccc2C(=O)N1CCC#Cc1ccc2cc(CCO)oc(=O)c2c1 | 15 | -4 | 5 | 2.5 | -15 | 5 | -12 | -1.0 | -4.1
O=C(NN=C1CCCC1)c1ccc(O)cc1 | 4 | 6 | 0 | -0.7 | 10 | -4 | 14 | 0.1 | -3.7
O=C(O)/C=C/C(=O)Nc1ccc(OC(F)F)cc1 | 2 | -2 | -1 | 0.7 | 1 | -5 | 0 | -1.1 | -0.9
CC1CCCC(N2CCN(C(=O)c3ccc(F)cc3)CC2)C1 (stereo not given) | 8 | 5 | 1 | 6.9 | 2 | -7 | -2 | -1.5 | -2.5
CC1(c2ccccc2)CC(C)(C)N(C(=O)CSc2nnc(N)s2)c2ccccc21 (stereo not given) | -8 | -3 | 0 | 0.1 | -4 | 0 | 3 | . | -6.0
COc1ccc(C2/C(=C(\O)c3ccc4c(c3)OCCO4)C(=O)C(=O)N2CCCN(C)C)cc1 (stereo not given) | 2 | -2 | 0 | -0.6 | 2 | -3 | 12 | -1.4 | -5.5
COc1ccc(C2CC2C(C)=O)cc1 (stereo not given) | 2 | 2 | 2 | -1.8 | -4 | 3 | 2 | . | 0.0

The list continues.
compound | MazEF act | GDH-TPI inh | FBA Mtb inh | Mtb UGM inh | Rv3671c protease | PrPC surface inh | BoNT F protease | Mtb BioA inh | FadD28 FP inh
CCOc1[nH]n(-c2ccc(Cl)cc2)c(=O)c1C=Nc1ccc(OC)cc1 | 8 | 8 | 0 | 0.1 | 1 | 3 | -2 | -1.2 | -3.2
CCOC(=O)C1Nc2ccccc2C2c3ccccc3CC12 (stereo not given) | 8 | 11 | 33* | 3.5 | 4 | -21 | -6 | 2.4 | -5.6
CC(NC(=O)c1cnc2ccccc2n1)c1ccccc1 (stereo not given) | 2 | 13 | 0 | 2.2 | 2 | -10 | -19 | . | -1.2
CCCc1cc(=O)oc2cc(OCC(=O)N3CCN(C(=O)C4COc5ccccc5O4)CC3)ccc12 (stereo not given) | 5 | 2 | 24 | -1.1 | -2 | -1 | 1 | -1.1 | -4.7
O=C1CSC(=Nc2ccc(F)cc2)N1 | -5 | 6 | 1 | 1.5 | -5 | 5 | 28 | -1.7 | -2.5

Compounds shown so far that contain an NH in an aromatic ring, in the order listed:
compound | MazEF act | GDH-TPI inh | FBA Mtb inh | Mtb UGM inh | Rv3671c protease | PrPC surface inh | BoNT F protease | Mtb BioA inh | FadD28 FP inh
Cc1cc(=O)[nH]n(CCO)c1=O | 4 | 2 | 5 | 1.8 | 3 | 1 | -8 | . | -0.8
COc1cc2[nH]c(=O)n(Cc3ccc(C(=O)NC4CCN(Cc5ccccc5)CC4)cc3)c(=O)c2cc1OC | 10 | 14 | 4 | 1.2 | 4 | -5 | 0 | 1.2 | 0.7
COc1cc(F)ccc1-c1cc(C(=O)Nc2ccc(C)c(NS(C)(=O)=O)c2)[nH]n1 | . | 6 | 2 | . | . | 5 | 11 | -1.2 | -2.7
O=C(OCc1cc2ccccc2[nH]c1=O)c1ccc([N+](=O)[O-])cc1 | 1 | 6 | 1 | -1.2 | 0 | 3 | 1 | . | -1.8
O=C(Nc1c[nH]c(=O)[nH]c1=O)c1cccc(F)c1 | 10 | 1 | -1 | 0.8 | 10 | 0 | -6 | -0.1 | -2.3
CCOC(=O)CN1C(=O)C(O)(c2c(C)[nH]c3ccccc23)c2ccccc21 (stereo not given) | 8 | 9 | 3 | -1.7 | 5 | -9 | 22 | -1.6 | 0.1
CCOc1[nH]n(-c2ccc(Cl)cc2)c(=O)c1C=Nc1ccc(OC)cc1 | 8 | 8 | 0 | 0.1 | 1 | 3 | -2 | -1.2 | -3.2
